TLR4-MyD88 BLA = TLR4-MyD88 interaction inhibition in cells | O00206+Q99836 | HeLa CL3-4 TLR4/MyD88 BLA complementation, FRET ratio | inhibition, % at 8.4 µM | 0.18% of 200,000 active | AID 861; in the data active = inhibition above about 25%;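 also: 0% = vehicle and 100% = reference inhibitor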
bIAP inh = blocks bovine intestinal alkaline phosphatase activity; purified bovine IAP, CDP-star luminescence, 30 min; inhibition, % at 20 µM; 190,000 tested, under 10 active; AID 1019;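 active = over 50% inhibition of intestinal alkaline phosphatase at 20 µM in the single-dose screen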
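Assay system – bovine IAP enzyme · Quantity – bovine IAP at 1/65,000,000 final dilution · Detection – CDP-star luminescence signal · Times – 30 min reaction at room temperature · Also added – CDP-star substrate at 30 µM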
PPARg SRC-2 ag = agonists of SRC-2 recruitment by human PPARgamma | P37231 | PPARgamma LBD-SRC-2 recruitment, biochemical | activation, % at 8 µM | 0.34% of 200,000 active; in the data active = activation above about 22%;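 also: 0% = vehicle and 100% = reference agonist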
Target sequence (P37231 whole entry, looked up, the tested form may be a part): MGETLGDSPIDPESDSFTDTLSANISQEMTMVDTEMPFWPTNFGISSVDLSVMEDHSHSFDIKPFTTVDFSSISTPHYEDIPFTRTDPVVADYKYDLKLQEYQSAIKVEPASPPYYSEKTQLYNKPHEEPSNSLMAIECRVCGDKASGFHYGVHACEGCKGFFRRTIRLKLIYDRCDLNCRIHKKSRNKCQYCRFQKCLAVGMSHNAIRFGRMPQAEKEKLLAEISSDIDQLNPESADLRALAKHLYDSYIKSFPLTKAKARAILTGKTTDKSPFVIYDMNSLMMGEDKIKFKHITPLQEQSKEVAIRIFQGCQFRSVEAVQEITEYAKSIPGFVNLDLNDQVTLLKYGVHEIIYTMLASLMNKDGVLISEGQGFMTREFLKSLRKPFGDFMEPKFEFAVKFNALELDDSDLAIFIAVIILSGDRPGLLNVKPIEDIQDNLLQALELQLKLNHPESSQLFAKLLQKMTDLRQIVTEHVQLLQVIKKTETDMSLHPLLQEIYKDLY
PPARg SRC1 recr = promotes SRC-1 coactivator recruitment by human PPARgamma; AID 631; PPARgamma-SRC-1 coactivator recruitment biochemical assay; 0.41% of 200,000 active; activation, % at 8 µM; in the data active = activation above about 19%;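 also: 0% = DMSO and 100% = reference agonist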
TR-FRET SRC-2 ct = flags TR-FRET format artefacts in PPARgamma SRC-2 recruitment agonist screen; TR-FRET ratio at 8 µM; 0.4% of 200,000 active; TR-FRET artefact counter-screen; hits give high values; in the data active = TR-FRET ratio above about 2000; also: inactives centre near 1500; reference of the scale not given here
S1P3 antagonist = S1P3 (human) receptor antagonism. Q99500. CHO S1P3 NFAT-BLA reporter, FRET fluorescence, antagonist mode. inhibition, % at 4.98 µM. 0.27% of 170,000 active;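 active = inhibition above the plate cutoff, the mean inhibition of test wells on that plate plus 3 SD, cut at about 28% in these data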;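 also: cells challenged with S1P at its EC80 of 0.8 µM; blue over green emission ratio from cleaved BLA substrate after 4 h stimulation; 0% = S1P-stimulated wells and 100% = unstimulated DMSO-only wells; some compounds past the cut are filed as inactive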
Target sequence (Q99500 whole entry, looked up): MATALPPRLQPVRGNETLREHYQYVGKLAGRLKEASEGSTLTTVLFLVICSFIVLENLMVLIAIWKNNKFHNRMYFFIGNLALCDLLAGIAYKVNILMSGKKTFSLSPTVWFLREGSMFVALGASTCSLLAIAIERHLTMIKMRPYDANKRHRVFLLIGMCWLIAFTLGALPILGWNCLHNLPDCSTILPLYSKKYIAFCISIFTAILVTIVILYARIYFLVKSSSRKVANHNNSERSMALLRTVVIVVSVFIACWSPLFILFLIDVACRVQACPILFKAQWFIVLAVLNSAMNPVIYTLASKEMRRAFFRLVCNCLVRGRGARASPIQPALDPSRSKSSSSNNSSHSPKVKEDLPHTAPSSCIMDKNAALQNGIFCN
L major viab = inhibitors of Leishmania major promastigote growth | Leishmania major promastigotes, resazurin fluorescence viability | inhibition, % at 10 µM | 9% of 200,000 active | AID 1063; in the data active = inhibition above about 50%;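 also: promastigotes grown with compound for 44 hours at 28 °C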
ROMK primary = human ROMK K+ channel modulation, primary screen; B-score at 10 µM; AID 1918; P48048; Tet-inducible ROMK, thallium flux fluorescence; actives lie on both sides; 2% of 130,000 active;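 active = signal ratio slope over the read window, or its plate-corrected B-score, at least 3 SD from the plate mean, either direction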;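 also: B-score of the F/F0 ratio slope over 7 to 12 s after thallium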
bIAP activator = intestinal alkaline phosphatase (bovine) activation; purified bovine IAP, CDP-star luminescence, 30 min; hits give high values; fold of DMSO-control signal, blank-subtracted; AID 1016; activation factor at 20 µM; 0.17% of 200,000 active;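 active = activation factor of 2 or more at 20 µM, a signal rise over negative controls twice the positive control's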
Redox H2O2 prof = compounds producing H2O2 with reducing agent – biochemical, NIH compound library profiling, artefact control for MLSCN library redox annotation, primary screen; DTT-dependent redox cycling H2O2, phenol red/HRP absorbance; 100% = 100 µM peroxide control, 0% = buffer; activation, % at 10 µM; 0.03% of 200,000 active;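 active = activation of at least 50% relative to the plate's high and low controls in the primary single-dose screen; inactive = activation below 50%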;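 also: compound incubated with DTT at 0.8 mM final as the reducing agent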
PPARg SRC3 recr = agonists of human PPARgamma SRC-3 coactivator recruitment. P37231. biochemical PPARgamma/SRC-3 coactivator recruitment assay. activation, % at 8 µM. 0.26% of 200,000 active. AID 731; in the data active = activation above about 23%;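 also: 0% = DMSO and 100% = reference agonist; some compounds past the cut are filed as inactive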
Active calls of the source: *.

For CC(C)=CC(=O)OCC(=O)Nc1ccc(SC(F)F)cc1 the results were TLR4-MyD88 BLA -11, bIAP inh -8, PPARg SRC-2 ag -4, PPARg SRC1 recr -8, TR-FRET SRC-2 ct 1398, S1P3 antagonist -14, L major viab 0, ROMK primary 0.043, bIAP activator 1.1, Redox H2O2 prof -1.6 and PPARg SRC3 recr -2.
Screening Cc1cccc(CS(=O)(=O)Cc2ccc(C(=O)NCc3ccco3)o2)c1 returned TLR4-MyD88 BLA -6, bIAP inh -6, PPARg SRC-2 ag 2, PPARg SRC1 recr -4, TR-FRET SRC-2 ct 1528, S1P3 antagonist 2, L major viab 80*, ROMK primary 0.063, bIAP activator 1.1, Redox H2O2 prof 0.5 and PPARg SRC3 recr -8.
Screening Cc1ccc(SCc2cc(=O)[nH]c(Nc3nc(C)c4cccc(C)c4n3)n2)cc1 returned TLR4-MyD88 BLA -14, bIAP inh -2, PPARg SRC-2 ag 5, PPARg SRC1 recr -1, TR-FRET SRC-2 ct 1679, L major viab 8, bIAP activator 1, Redox H2O2 prof -2.5 and PPARg SRC3 recr 1.
Screening O=C(NCc1ccccc1)c1csc2c1CCCCC2 returned TLR4-MyD88 BLA 10, bIAP inh 26, PPARg SRC-2 ag -8, PPARg SRC1 recr 0, TR-FRET SRC-2 ct 1358, L major viab 7, ROMK primary -2.1, bIAP activator 0.7, Redox H2O2 prof 0.2 and PPARg SRC3 recr -1.
For OCC1CCCN(c2ncnc3scc(-c4ccccc4)c23)C1 (stereo not given) the results were TLR4-MyD88 BLA -8, bIAP inh -16, PPARg SRC-2 ag -2, PPARg SRC1 recr -1, TR-FRET SRC-2 ct 1421, S1P3 antagonist -10, L major viab -1, ROMK primary -0.85, bIAP activator 1.2, Redox H2O2 prof -0.1 and PPARg SRC3 recr -4.
For CC(OC(=O)c1ccc(Cl)nc1)C(=O)NC(C)(C)C (stereo not given) the results were TLR4-MyD88 BLA 3, bIAP inh -4, PPARg SRC-2 ag -6, PPARg SRC1 recr -8, TR-FRET SRC-2 ct 1368, S1P3 antagonist -22, L major viab -7, ROMK primary 2.6, bIAP activator 1, Redox H2O2 prof -0.3 and PPARg SRC3 recr -2.
CCOC(=O)N1CCN(C(=O)c2ccc(N3C(=O)c4ccccc4C3=O)cc2)CC1 was read as TLR4-MyD88 BLA 5, bIAP inh 9, PPARg SRC-2 ag 4, PPARg SRC1 recr 7, TR-FRET SRC-2 ct 1588, L major viab -7, bIAP activator 0.9, Redox H2O2 prof -2.1 and PPARg SRC3 recr -1.
`CCN(CC)C(=O)C(=O)c1ccn(-c2c(C)csc2C(=O)OC)c1` gave TLR4-MyD88 BLA -22, bIAP inh -18, PPARg SRC-2 ag -7, PPARg SRC1 recr -10, TR-FRET SRC-2 ct 1463, S1P3 antagonist -8, L major viab -2, ROMK primary 1.1, bIAP activator 1.2, Redox H2O2 prof -0.5 and PPARg SRC3 recr 0.
For Cc1ccccc1-c1nnc(-c2ccc(Cl)cc2)o1 the results were TLR4-MyD88 BLA 1, bIAP inh -4, PPARg SRC-2 ag -4, PPARg SRC1 recr -2, TR-FRET SRC-2 ct 1538, L major viab -4, ROMK primary -0.024, bIAP activator 1, Redox H2O2 prof 0.2 and PPARg SRC3 recr 2.
CC(C)CC(NC(N)=O)C(=O)OCC(=O)Nc1ccc(SC(F)F)cc1 (stereo not given) was read as TLR4-MyD88 BLA 2, bIAP inh 0, PPARg SRC-2 ag 2, PPARg SRC1 recr 1, TR-FRET SRC-2 ct 1462, S1P3 antagonist 1, L major viab -6, ROMK primary 0.012, bIAP activator 1, Redox H2O2 prof -0.2 and PPARg SRC3 recr 0.
Screening COc1ccc2c(c1OC)C(=O)OC2Nc1ccccc1S(=O)(=O)C(F)F (stereo not given) returned TLR4-MyD88 BLA -19, bIAP inh -1, PPARg SRC-2 ag 1, PPARg SRC1 recr 2, TR-FRET SRC-2 ct 1508, S1P3 antagonist 1, L major viab -5, ROMK primary 0.02, bIAP activator 1, Redox H2O2 prof -0.4 and PPARg SRC3 recr -3.
O=C(CCC1CCCN(C(=O)CCC(F)(F)F)C1)NCc1ccc(F)c(F)c1 (stereo not given) was read as TLR4-MyD88 BLA -9, bIAP inh 2, PPARg SRC-2 ag -5, PPARg SRC1 recr 19, TR-FRET SRC-2 ct 1580, S1P3 antagonist -5, L major viab 2, ROMK primary -0.14, bIAP activator 1, Redox H2O2 prof -0.7 and PPARg SRC3 recr 6.
Screening CN(C)C(CNC(=O)NC1CCCCC1)c1cccnc1 (stereo not given) returned TLR4-MyD88 BLA -3, bIAP inh -4, PPARg SRC-2 ag 4, PPARg SRC1 recr 9, TR-FRET SRC-2 ct 1595, S1P3 antagonist -12, L major viab 12, ROMK primary -0.3, bIAP activator 1, Redox H2O2 prof -3.7 and PPARg SRC3 recr 6.
Screening COc1ccccc1C(=O)N/C(=C\c1ccccc1)C(=O)NC(C)C(=O)O (stereo not given) returned TLR4-MyD88 BLA -7, bIAP inh -9, PPARg SRC-2 ag 3, PPARg SRC1 recr 4, TR-FRET SRC-2 ct 1636, S1P3 antagonist -11, L major viab -4, ROMK primary -0.083, bIAP activator 1.1, Redox H2O2 prof 0.7 and PPARg SRC3 recr 3.
`CCOC(=O)C1(Cc2cccc(Cl)c2)CCCN(CCO)C1` (stereo not given) gave TLR4-MyD88 BLA 4, bIAP inh 5, PPARg SRC-2 ag 10, PPARg SRC1 recr 0, TR-FRET SRC-2 ct 1746, S1P3 antagonist 17, L major viab -5, ROMK primary -0.94, bIAP activator 0.9, Redox H2O2 prof -0.3 and PPARg SRC3 recr 3.
Cc1cccc(NC(=O)C2(c3ccccc3)CCOCC2)c1 was read as TLR4-MyD88 BLA 9, bIAP inh -5, PPARg SRC-2 ag 7, PPARg SRC1 recr 12, TR-FRET SRC-2 ct 1702, S1P3 antagonist -38, L major viab 6, ROMK primary -0.38, bIAP activator 1.1, Redox H2O2 prof -0.3 and PPARg SRC3 recr 4.
C=CCSc1nnc(Cn2c(=O)sc3ccccc32)n1C was read as TLR4-MyD88 BLA 9, bIAP inh 8, PPARg SRC-2 ag 2, PPARg SRC1 recr 10, TR-FRET SRC-2 ct 1617, S1P3 antagonist -5, L major viab -4, bIAP activator 0.9, Redox H2O2 prof -2.3 and PPARg SRC3 recr 2.
For Cc1nc2nc(-c3cccnc3)[nH]n2c(=O)c1Cc1ccccc1 the results were TLR4-MyD88 BLA 2, bIAP inh 5, PPARg SRC-2 ag 1, PPARg SRC1 recr 2, TR-FRET SRC-2 ct 1521, S1P3 antagonist -5, L major viab 5, bIAP activator 0.9, Redox H2O2 prof 2.0 and PPARg SRC3 recr 0.
For Cc1cc(C)c([N+](=O)[O-])cc1-c1ccc(/C=N/NC(=O)c2nonc2N)o1 the results were TLR4-MyD88 BLA -16, bIAP inh 16, PPARg SRC-2 ag 9, PPARg SRC1 recr 3, TR-FRET SRC-2 ct 1590, L major viab 14, ROMK primary 0.46, bIAP activator 0.8, Redox H2O2 prof -0.1 and PPARg SRC3 recr 13.
Cc1ccc(C2N3CC4([N+](=O)[O-])CN2CC([N+](=O)[O-])(C3)C4(C)C)cc1 (stereo not given) was read as TLR4-MyD88 BLA -12, bIAP inh 4, PPARg SRC-2 ag 2, PPARg SRC1 recr 6, TR-FRET SRC-2 ct 1700, S1P3 antagonist 1, L major viab 65*, ROMK primary 0.66, bIAP activator 1, Redox H2O2 prof -0.3 and PPARg SRC3 recr 7.
O=c1cc(O)c(-c2ccccc2)c(Cl)[nH]1 was read as TLR4-MyD88 BLA 5, bIAP inh 16, PPARg SRC-2 ag -3, PPARg SRC1 recr -6, TR-FRET SRC-2 ct 1417, L major viab -2, ROMK primary 0.085, bIAP activator 0.8, Redox H2O2 prof 0.1 and PPARg SRC3 recr -3.
For COC(=O)CSc1nc(-c2ccccc2)cc(-c2ccco2)c1C#N the results were TLR4-MyD88 BLA 11, bIAP inh 12, PPARg SRC-2 ag 8, PPARg SRC1 recr 3, TR-FRET SRC-2 ct 1644, S1P3 antagonist 15, L major viab 12, ROMK primary 0.84, bIAP activator 0.9, Redox H2O2 prof 1.2 and PPARg SRC3 recr -4.
Screening CCN1CCc2c(OCc3ccccc3)cccc2C1=O returned TLR4-MyD88 BLA 3, bIAP inh -5, PPARg SRC-2 ag -6, PPARg SRC1 recr 3, TR-FRET SRC-2 ct 1434, S1P3 antagonist 7, L major viab -9, ROMK primary -0.66, bIAP activator 1.1, Redox H2O2 prof 0.4 and PPARg SRC3 recr 4.
Screening CCCOc1ccc(NC(=O)CC2C(=O)N(C)C(=S)N2Cc2ccc3c(c2)OCO3)cc1 (stereo not given) returned TLR4-MyD88 BLA -1, PPARg SRC-2 ag -1, PPARg SRC1 recr 3, TR-FRET SRC-2 ct 1454, S1P3 antagonist -6, L major viab 3, ROMK primary -1, bIAP activator 0.5, Redox H2O2 prof -0.4 and PPARg SRC3 recr 5.
For CCCOc1ccccc1NC(=O)c1ccc(N)cc1 the results were TLR4-MyD88 BLA -6, bIAP inh 18, PPARg SRC-2 ag 9, PPARg SRC1 recr 1, TR-FRET SRC-2 ct 1550, S1P3 antagonist 0, L major viab 15, bIAP activator 0.8, Redox H2O2 prof 0.3 and PPARg SRC3 recr 5.
For CCC(C)NC(=O)c1cc(C)no1 (stereo not given) the results were TLR4-MyD88 BLA -2, bIAP inh 6, PPARg SRC-2 ag -4, PPARg SRC1 recr 3, TR-FRET SRC-2 ct 1806, L major viab -4, ROMK primary 0.51, bIAP activator 0.9, Redox H2O2 prof -0.2 and PPARg SRC3 recr 3.
Screening CCc1nc(-c2ccc(-c3ccc(OC)cc3)nc2OC)no1 returned TLR4-MyD88 BLA -17, bIAP inh 2, PPARg SRC-2 ag 3, PPARg SRC1 recr 0, TR-FRET SRC-2 ct 1578, L major viab 9, bIAP activator 1, Redox H2O2 prof -1.0 and PPARg SRC3 recr 7.
CCOC(=O)N1CCC(Nc2c(NCCCN(CC)c3cccc(C)c3)c(=O)c2=O)CC1 was read as TLR4-MyD88 BLA -6, bIAP inh -7, PPARg SRC-2 ag 3, PPARg SRC1 recr 4, TR-FRET SRC-2 ct 1424, S1P3 antagonist 5, L major viab -4, bIAP activator 1.1, Redox H2O2 prof -1.6 and PPARg SRC3 recr 6.
Screening CCCCOc1cccc(/C=N/NC(=O)c2csc(C)c2C)c1 returned TLR4-MyD88 BLA -4, bIAP inh 8, PPARg SRC-2 ag 1, PPARg SRC1 recr -2, TR-FRET SRC-2 ct 1437, L major viab -4, ROMK primary 0.84, bIAP activator 0.9, Redox H2O2 prof -3.5 and PPARg SRC3 recr -7.
For O=C(O)CCCCCCNC(=O)c1cncc(O)c1 the results were TLR4-MyD88 BLA -2, bIAP inh 9, PPARg SRC-2 ag 0, PPARg SRC1 recr -9, TR-FRET SRC-2 ct 1364, S1P3 antagonist 4, L major viab -5, ROMK primary -0.023, bIAP activator 0.9, Redox H2O2 prof -0.1 and PPARg SRC3 recr 2.

Screens deposited in PubChem BioAssay by several laboratories.
